IDH1 mut inh = inhibitors of IDH1 R132H reductase, primary screen, biochemical, plate reader, single point; Isocitrate dehydrogenase [NADP] cytoplasmic (Homo sapiens), O75874; diaphorase/resazurin fluorescence, 60 min; inhibition, % at 10 µM; 70,000 compounds, 0.18% hits; in the data active = inhibition above about 34%;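 also: 0% = DMSO and 100% = no enzyme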
Target sequence (O75874 whole entry R132H): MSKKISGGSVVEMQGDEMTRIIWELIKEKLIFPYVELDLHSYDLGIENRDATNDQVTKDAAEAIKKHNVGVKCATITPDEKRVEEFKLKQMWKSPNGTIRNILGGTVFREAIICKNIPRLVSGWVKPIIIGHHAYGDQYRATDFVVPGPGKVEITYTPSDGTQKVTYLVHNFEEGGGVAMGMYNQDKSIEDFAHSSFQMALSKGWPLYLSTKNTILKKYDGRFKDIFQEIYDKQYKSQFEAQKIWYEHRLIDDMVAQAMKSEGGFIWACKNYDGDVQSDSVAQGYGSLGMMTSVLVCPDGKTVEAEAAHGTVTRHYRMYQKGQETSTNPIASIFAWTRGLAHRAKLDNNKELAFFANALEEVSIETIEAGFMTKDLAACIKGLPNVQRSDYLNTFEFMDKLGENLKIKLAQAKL
EZH2 inh = EZH2/PRC2 methyltransferase inhibitors, primary screen, biochemical, DELFIA time-resolved fluorescence, single point | 57,000 compounds, 0.35% hits | PRC2 H3K27 methylation, DELFIA TRF, 1 h | Histone-lysine N-methyltransferase EZH2 (Homo sapiens), Q15910 | inhibition, % at 12.5 µM;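 active = mean inhibition of replicates at least 50% and every single replicate also reaching 50%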;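 also: dimethyl H3K27 on biotinylated H3 21-44 peptide detected by antibody; plate controls were median neutral control wells for no effect and median positive control wells for full effect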
Active calls of the source: *; . = no result given; & = joins results of further samples. A portion of the library. The share of hits here may be higher or lower than overall.

smiles | IDH1 mut inh | EZH2 inh
O=C(N[C@@H]1CC[C@@H](CCNC(=O)C2CC2)O[C@@H]1CO)c1ccncc1 | -0.2 | 9
C[C@H]1CCCCO[C@@H](CN(C)Cc2ccc(C(=O)O)cc2)[C@@H](C)CN([C@@H](C)CO)C(=O)c2cc(NC(=O)Nc3ccc(C(F)(F)F)cc3)ccc2O1 | -0.5 | .
C[C@H]1CN([C@@H](C)CO)C(=O)c2ccccc2-c2ccccc2CO[C@H]1CN(C)Cc1cccc(O)c1 | -0.5 | -6
CN1C(=O)CC[C@H]1c1cccnc1 | 0.4&1.1 | 4
O=C(CSc1nc2cc(Cl)ccc2s1)Nc1ccc(I)cc1 | 0.8 | .
C[C@H](NC(=O)C[C@H]1C[C@@H]2c3cc(N(C)C)ccc3O[C@@H]2[C@H](CO)O1)c1ccccc1 | -1.5 | -6
Cc1ccccc1CN(C)C[C@@H]1OCc2cnnn2CCCC(=O)N([C@@H](C)CO)C[C@H]1C | -0.5 | 5
COc1ccc(CN(C)C[C@H]2Oc3c(NS(=O)(=O)c4ccc(Cl)cc4)cccc3C(=O)N([C@@H](C)CO)C[C@H]2C)cc1 | -0.1 | -5
O=C(C[C@@H]1C=C[C@H](NC(=O)NC2CCCCC2)[C@@H](CO)O1)NCc1ccc(Cl)cc1 | 0.0 | -1
Cc1cc(C(=O)Nc2cccc3c2O[C@@H](CN(C)Cc2ccc(C(=O)Nc4ccccc4N)cc2)[C@H](C)CN([C@H](C)CO)C3=O)n(C)n1 | 0.0 | -10
C[C@@H]1CN([C@H](C)CO)S(=O)(=O)c2ccc(C#CC3CC3)cc2O[C@H]1CN(C)Cc1ccc(F)cc1 | 0.4 | 46
CCC(=O)N(C)C[C@H]1Oc2cc(C3=CCCCC3)ccc2S(=O)(=O)N([C@H](C)CO)C[C@H]1C | . | -8
C[C@H](CO)N1C[C@H](C)[C@@H](CN(C)C(=O)C2CCOCC2)Oc2ncc(C3=CCCC3)cc2C1=O | . | -6
CCC(=O)N(C)C[C@@H]1Oc2ncc(C#C[C@@H](C)O)cc2C(=O)N([C@H](C)CO)C[C@@H]1C | -1.7 | -1
C[C@H]1CN([C@@H](C)CO)C(=O)Cc2cc(N(C)C)ccc2O[C@H]1CN(C)Cc1ccc2c(c1)OCO2 | -6.3 | -3
CCS(=O)(=O)Nc1ccc2c(c1)C(=O)N(C)C[C@@H](OC)[C@@H](C)CN(C(=O)COC)[C@@H](C)CO2 | -0.3 | -1
C[C@@H]1CN([C@H](C)CO)C(=O)Cc2cc(NC(=O)Nc3ccc(C(F)(F)F)cc3)ccc2O[C@H]1CN(C)S(=O)(=O)c1cccs1 | 0.4 | .
O=C(C[C@H]1CC[C@@H](NC(=O)c2ccc3c(c2)OCO3)[C@H](CO)O1)NCc1ccc(Cl)cc1 | 0.3 | 13
CC(C)NC(=O)N(C)C[C@@H]1OCCCC[C@H](C)Oc2ccc(NC(=O)CCC(F)(F)F)cc2C(=O)N([C@@H](C)CO)C[C@H]1C | 0.8 | -7
CCCc1ccc(OCc2ccc(C(=O)NCc3cccnc3)o2)c(OC)c1 | 3.2 | -44
C[C@@H]1CN([C@@H](C)CO)S(=O)(=O)c2ccc(C3=CCCC3)cc2O[C@@H]1CN(C)C(=O)C1CC1 | . | 21
CO[C@@H](CN(C)Cc1ccc2c(c1)OCO2)[C@@H](C)CN(C(=O)Nc1ccc(F)cc1)[C@H](C)CO | 0.2 | 8
CCCCCCCCCCC(C)(C)C(=O)Nc1c(OC)cc(OC)cc1OC | 0.4 | 85*
O=C(C[C@@H]1C=C[C@H](NC(=O)NC2CCCCC2)[C@H](CO)O1)NCc1ccc(Cl)cc1 | 0.2 | 0
COc1ccc(CN(C)C[C@@H]2Oc3ccc(NS(=O)(=O)c4ccc(OC)cc4)cc3C(=O)N([C@H](C)CO)C[C@@H]2C)cc1 | -0.2 | .
C[C@@H]1CN([C@@H](C)CO)C(=O)c2cccc(NS(=O)(=O)c3ccc(F)cc3)c2O[C@@H]1CN(C)C(=O)NC1CCCCC1 | 0.7 | 0
CC(C)NC(=O)Nc1ccc2c(c1)C(=O)N([C@@H](C)CO)C[C@@H](C)[C@@H](CN(C)C)OCCCC[C@H](C)O2 | 1.0 | 4
COc1ccc(S(=O)(=O)Nc2cccc3c2O[C@H](CN(C)Cc2ccc(C(F)(F)F)cc2)[C@@H](C)CN([C@H](C)CO)C3=O)cc1 | -0.3 | .
CC1(C)COC(CCC/C=N/NC(=O)CCCCCC(=O)NO)OC1 | . | -49
COc1ccc(NC(=O)Nc2ccc3c(c2)[C@H]2C[C@@H](CC(=O)NCCc4ccccc4)O[C@@H](CO)[C@H]2O3)cc1 | -0.4 | -4
CCCNC(=O)Nc1ccc2c(c1)C(=O)N(C)C[C@H](OC)[C@H](C)CN(Cc1ccccn1)[C@H](C)CO2 | . | -6
C[C@@H]1CN([C@H](C)CO)C(=O)CCCn2cc(nn2)CO[C@H]1CN(C)Cc1ccccc1C(=O)O | 1.2 | .
CO[C@@H]1CN(C)C(=O)c2ccc(NC(=O)Nc3cccc(F)c3)cc2OC[C@H](C)NC[C@@H]1C | 0.0 | -4
O=C(CSc1nc(O)cc(=O)[nH]1)Nc1ccc(Cl)cc1 | 1.3 | 2
Cc1cc2nc3c(=O)[nH]c(=O)nc-3n(CC(O)C(O)C(O)CO)c2cc1C (centres undefined) | -1.4 | -8
C[C@@H]1CN([C@@H](C)CO)C(=O)c2cc(NC(=O)c3ccncc3)ccc2O[C@@H](C)CCCCO[C@H]1CN(C)Cc1ccc2c(c1)OCO2 | 0.6 | .
Cc1ccc(S(=O)(=O)Nc2ccc3c(c2)C(=O)N([C@H](C)CO)C[C@H](C)[C@H](CN(C)C(=O)Nc2ccc(C(F)(F)F)cc2)OCCCC[C@@H](C)O3)cc1 | 3.1 | .
CCCOc1ccc(Oc2nc(Nc3ccc(C)cc3)nc(N3CCOCC3)n2)nn1 | -0.4 | 1
COc1ccc(S(=O)(=O)N(C)C[C@H]2Oc3c(NS(=O)(=O)c4ccccc4)cccc3C(=O)N([C@@H](C)CO)C[C@@H]2C)cc1 | -1.1 | .
COCCNC(=O)C[C@H]1C[C@@H]2c3cc(NC(=O)C4CCC4)ccc3O[C@@H]2[C@H](CO)O1 | 0.5 | 14
O=C[C@@H]1CCCN1C(=O)[C@@H]1CCCN1C(=O)OCc1ccccc1 | 7.3 | -8
C[C@H](CO)N1C[C@H](C)[C@H](CN(C)C(=O)Nc2ccc(F)cc2)OCCCC[C@H](C)Oc2ccc(NC(=O)CCCN(C)C)cc2C1=O | -1.0 | .
CC(C)NC(=O)Nc1cccc2c1O[C@H](CN(C)C(=O)Nc1ccc3c(c1)OCO3)[C@H](C)CN([C@@H](C)CO)C2=O | 0.0 | .
Cc1ccsc1/C=N/NC(=O)CCCCCC(=O)Nc1ccccc1O | . | 11
CO[C@H]1CC(O[C@@H]2/C(C)=C/C[C@@H]3C[C@@H](C[C@]4(CC[C@H](C)[C@@H](C5CCCCC5)O4)O3)OC(=O)[C@@H]3C=C(C)/C(=N/O)[C@H]4OC/C(=C\C=C\[C@@H]2C)[C@]43O)O[C@@H](C)C1O (some centres undefined) | 0.2 | .
CO[C@H]1CN(C)C(=O)c2cc(NC(=O)c3ccc(F)cc3)ccc2OC[C@H](C)N(C)C[C@@H]1C | 0.4 | 9
CO[C@H]1CC[C@H]2CCOc3c(C#N)cccc3C(=O)N(C)C[C@@H](C)C(=O)N(C)C[C@H]1O2 | 0.0 | -4
CCOc1ccc(-c2cn(S(=O)(=O)c3cccc4nsnc34)nc2N)cc1 | -0.6 | .
C[C@H]1CN([C@@H](C)CO)C(=O)c2cc(NS(=O)(=O)c3cccs3)ccc2O[C@@H]1CN(C)Cc1ccc2c(c1)OCO2 | 0.6 | .
C[C@@H]1CN([C@H](C)CO)C(=O)CCCn2cc(nn2)CO[C@@H]1CN(C)Cc1ccncc1 | 1.3 | 5
C[C@@H]1CCCCO[C@H](CN(C)S(=O)(=O)c2ccccc2)[C@@H](C)CN([C@@H](C)CO)C(=O)c2cc(NC(=O)Nc3ccc(C(F)(F)F)cc3)ccc2O1 | -0.6 | .
C[C@@H]1CN([C@@H](C)CO)C(=O)c2cc(NC(=O)C3CCCCC3)ccc2O[C@H]1CN(C)Cc1ccc2c(c1)OCO2 | -0.4 | .
C[C@H]1CN([C@@H](C)CO)C(=O)c2cc(C3=CCCCC3)cnc2O[C@@H]1CN(C)C(=O)Nc1cccc(F)c1 | 0.4 | 5
COc1c(Cl)cc(C(=O)Nc2sc3c(c2C(=O)NCc2cccnc2)CCCC3)cc1Cl | 1.5 | 4
C[C@@H]1CN([C@@H](C)CO)C(=O)c2cc(C#CC(C)(C)O)cnc2O[C@H]1CN(C)Cc1cncnc1 | 0.3 | 0
C[C@@H]1CN([C@@H](C)CO)C(=O)Cc2cc(NC(=O)Nc3cccc4ccccc34)ccc2O[C@H]1CN(C)S(=O)(=O)c1ccccc1 | 0.0 | .
CCCNC(=O)N(C)C[C@@H]1Oc2cc(C#CC3CC3)ccc2S(=O)(=O)N([C@H](C)CO)C[C@@H]1C | -1.6 | 7
COc1ccc(NC(=O)N(C)C[C@H]2Oc3ccc(NS(=O)(=O)c4cccs4)cc3CC(=O)N([C@@H](C)CO)C[C@@H]2C)cc1 | -0.3 | .
CC(C)(C)[S@](=O)N1Cc2cc(C(=O)N3CCCCC3)nc(-c3cccc(-c4ccc(F)cc4)c3)c2[C@@H]1CCO | 0.0 | 15
Cc1ccc(-c2noc(CSc3nc(C)cc(C)n3)n2)cc1 | -1.0 | 19

Next compounds follow:
smiles | IDH1 mut inh | EZH2 inh
COCC(=O)Nc1ccc2c(c1)OC[C@@H](C)N(Cc1ccccc1F)C[C@@H](C)[C@H](OC)CN(C)C2=O | -0.2 | 0
C[C@@H]1CN([C@H](C)CO)C(=O)c2cc(C#Cc3ccc(F)cc3)cnc2O[C@@H]1CN(C)S(C)(=O)=O | -0.6 | 1
Cc1noc(C)c1NC(=O)N(C)C[C@@H]1Oc2ccc(N(C)C)cc2C(=O)N([C@H](C)CO)C[C@@H]1C | . | 0
CCCC#Cc1ccc2c(c1)O[C@H](CN(C)Cc1cccnc1)[C@@H](C)CN([C@H](C)CO)S2(=O)=O | -4.2 | 4
CCCC#Cc1ccc2c(c1)O[C@@H](CN(C)C(=O)c1cccnc1)[C@H](C)CN([C@H](C)CO)S2(=O)=O | 7.4 | -17
COc1ccc2c(c1)C(=O)N(CCc1ccc(S(=O)(=O)NC(=O)NC3CCCCC3)cc1)C(=O)C2(C)C | 0.1 | 18
COc1ccc(O)c(/C=N/NC(=O)c2cccc(C(=O)NO)c2)c1 | 0.1 | -4
COc1ccc(S(=O)(=O)N(C)C[C@@H]2Oc3c(NS(=O)(=O)c4cn(C)cn4)cccc3C(=O)N([C@H](C)CO)C[C@@H]2C)cc1 | -15 | .
C[C@H](NC(=O)C[C@@H]1C[C@H]2c3cc(NC(=O)C4CCC4)ccc3O[C@H]2[C@H](CO)O1)c1ccccc1 | -0.4 | 2
COc1ccc(S(=O)(=O)NC2(C(=O)O)CCCCC2)cc1 | 0.3 | 1
C[C@@H]1CN([C@H](C)CO)S(=O)(=O)c2ccc(-c3ccccc3)cc2O[C@@H]1CN(C)C(=O)Cc1ccccc1 | -0.2 | .
O=C(O)C[C@H]1CC[C@H](NC(=O)Nc2ccccc2)[C@H](CO)O1 | 0.1 | -1
COCC(=O)N(C)C[C@H]1Oc2ncc(C#Cc3ccc(OC)cc3)cc2C(=O)N([C@H](C)CO)C[C@@H]1C | 0.1 | .
COCC(=O)Nc1ccc2c(c1)C(=O)N(C)C[C@H](OC)[C@H](C)CN(C(=O)c1ccccn1)[C@@H](C)CO2 | 0.0 | 1
COC(=O)C[C@H]1C[C@H]2c3cc(NS(=O)(=O)c4ccccc4)ccc3O[C@H]2[C@@H](CO)O1 | -0.6 | -8
CC(=O)Nc1ccccc1NC(=O)Cc1ccccc1[N+](=O)[O-] | 1.2 | .
C[C@@H]1CN([C@H](C)CO)C(=O)c2cc(NC(=O)CCCCCC(=O)Nc3ccccc3N)ccc2O[C@H]1CN(C)C(=O)NC1CCCCC1 | . | -44
O=C(NCC[C@@H]1CC[C@@H](NC(=O)C2CC2)[C@H](CO)O1)c1ccc(F)cc1 | 0.0 | -11
O=C(CC1(O)C(=O)Nc2ccc(Br)cc21)c1ccc(NS(=O)(=O)c2ccccc2)cc1 (centres undefined) | 0.7 | -14
